From PubChem BioAssay
BioA inh – inhibitors of Mycobacterium tuberculosis BioA enzyme | hit rate 0.096% among 360,000 | AID 602481 | inhibition, % at 9.99 µM | purified M. tuberculosis BioA enzyme, plate reader; in the data active means inhibition above about 40%; inconclusive means no clear call, values can overlap the other calls
CCHFV vOTU inh – blocks the CCHF virus ovarian tumor domain protease; CCHFV vOTU protease, Pep-AMC fluorescence; inhibition, % at 11.5 µM; hit rate 0.55% among 370,000; further: 0% = vehicle wells with enzyme and 100% = no enzyme wells
FadD28 FP inh – blocks FadD28 binding to the bisubstrate probe; fluorescence polarization; inhibition, % at 12.5 µM; hit rate 0.22% among 360,000; AID 588549; in the data active means inhibition above about 8.5%, passing the limit was not always enough; inconclusive means no clear call, values can overlap the other calls
VHR inh abs – blocks human VHR1 dual specificity phosphatase | recombinant VHR phosphatase, pNPP absorbance | inhibition, % at 13.3 µM | hit rate 0.52% among 290,000; in the data active means inhibition above about 50%; further: some compounds called inactive have numbers as strong as hits
Target sequence (P51452 whole entry, looked up): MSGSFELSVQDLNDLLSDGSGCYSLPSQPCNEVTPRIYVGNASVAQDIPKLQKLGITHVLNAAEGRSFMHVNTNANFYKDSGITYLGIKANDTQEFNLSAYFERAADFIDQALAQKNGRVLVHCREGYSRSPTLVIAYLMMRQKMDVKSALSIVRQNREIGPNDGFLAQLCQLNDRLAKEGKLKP
FBA Mtb inh – inhibitors of M. tuberculosis fructose-bisphosphate aldolase. P9WQA3. purified M. tuberculosis FBA, fluorescence read-out. inhibition, % at 1 µM. hit rate 2.3% among 360,000. AID 588726; in the data active means inhibition above about 27%;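 further: 0% = vehicle and 100% = reference inhibitor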
MazF activator – increases E. coli MazEF RNase cleavage of RNA; P0AE70; FAM/BHQ RNA-DNA oligo cleavage fluorescence, 5 h; activation, % at 20 µM; hit rate 0.32% among 350,000; in the data active means activation above about 50%
Target sequence (P0AE70 whole entry, looked up): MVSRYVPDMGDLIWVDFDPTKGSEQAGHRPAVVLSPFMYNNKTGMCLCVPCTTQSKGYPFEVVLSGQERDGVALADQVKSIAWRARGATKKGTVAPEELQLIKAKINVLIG
UGM FP inh – Mtb UDP-galactopyranose mutase inhibition; P9WIQ1; purified UGM, fluorescence polarization probe displacement; inhibition, % at 10 µM; hit rate 0.06% among 320,000; AID 504406; in the data active means inhibition above about 10%, passing the limit was not always enough; inconclusive means no clear call, values can overlap the other calls
Target sequence (P9WIQ1 whole entry, looked up): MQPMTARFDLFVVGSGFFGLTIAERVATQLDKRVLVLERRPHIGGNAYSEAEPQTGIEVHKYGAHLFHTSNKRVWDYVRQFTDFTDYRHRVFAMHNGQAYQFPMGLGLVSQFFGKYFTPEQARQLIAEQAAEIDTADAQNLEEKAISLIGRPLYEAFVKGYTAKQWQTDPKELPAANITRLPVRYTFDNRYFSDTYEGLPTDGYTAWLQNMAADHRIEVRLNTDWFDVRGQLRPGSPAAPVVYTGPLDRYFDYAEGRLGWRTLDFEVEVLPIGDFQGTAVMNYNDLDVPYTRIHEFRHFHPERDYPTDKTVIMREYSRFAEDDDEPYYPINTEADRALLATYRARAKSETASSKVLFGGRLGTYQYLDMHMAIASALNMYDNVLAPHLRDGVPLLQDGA
BoNT-F LC inh – blocks Botulinum neurotoxin F light chain protease. Multiplex microsphere protease cleavage assay, flow cytometry. inhibition, % at 10 µM. hit rate 0.22% among 360,000. AID 588497; in the data active means inhibition above about 35%, passing the limit was not always enough; inconclusive means no clear call, values can overlap the other calls; further: plate controls were buffer without enzyme for full effect and enzyme alone for no effect
GDH-TPI counter – counter-screen for M. tuberculosis FBA inhibitors: GDH-TPI coupled enzymes; GDH-TPI coupled enzyme counterscreen, NADH absorbance; inhibition, % at 4.8 µM; hit rate 1.2% among 360,000; AID 588335;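 further: 0% = DMSO wells and 100% = wells lacking the enzyme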
Rv3671c inh – inhibitors of M. tuberculosis serine protease Rv3671c | P9WHR9 | hit rate 0.048% among 320,000 | inhibition, % at 5.96 µM; in the data active means inhibition above about 38%;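 further: extracellular domain of Rv3671c used as enzyme; 0% = enzyme with DMSO and 100% = no enzyme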
An asterisk follows results filed as active; ? = inconclusive; . = not tested or not shown; & = joins results of further samples. Unless noted, no stated cut-off is given here; in the data, active means inhibition above about 30%; inactive means the rest.

SMILES	BioA inh	CCHFV vOTU inh	FadD28 FP inh	VHR inh abs	FBA Mtb inh	MazF activator	UGM FP inh	BoNT-F LC inh	GDH-TPI counter	Rv3671c inh
O=C(NCC1CCCO1)c1cccc(NS(=O)(=O)c2ccc(Br)cc2)c1 (stereo not drawn)	2.5	-6	0.0	.	-1	-1	-0.6	18	3	0
CCC(Oc1ccccc1)C(=O)Nc1nc2c(s1)C(=O)CC(C)(C)C2 (stereo not drawn)	-0.8	-1	-1.7	23	7	6	2.3	-12	26	-4
Clc1cccc(-c2csc(Nc3cccnc3)n2)c1	.	-15	-1.3	13	3	9	1.0	?	-1	11
Oc1ccc(-c2cccc(-c3ccc(O)cc3)c2)cc1	0.1	-9	-7.9	14	2	3	3.2	-29	-8	-7
CC(=O)c1cccc(NC(=O)Nc2cccs2)c1	0.4	-6	-0.7	22	-3	-8	-1.7	-2	11	3
CC(=O)c1ccc(NC(=O)c2ccc(NC(=O)c3ccco3)cc2)cc1	-1.0	.	-0.4	14	1	-126	0.4	-6	4	-9
CSc1cc(-c2ccccc2)n(Cc2ccccc2Cl)c(=O)c1C#N	.	4	-0.5	-1	1	1	-0.8	0	1	2
COC(CN(C)C(=O)c1ccc(CS(=O)(=O)c2ccccc2C)o1)OC	-0.7	-11	-2.7	10	0	0	0.2	-8	4	-1
Cc1ccc(S(=O)(=O)N2C[C@@H]3CCCC[C@@H]3[C@@H](C)[C@H]2c2cn(Cc3ccccc3)c3ccc(F)cc23)cc1	-1.7	-2	-0.7	.	0	-1	.	-7	-5	.
CN1CCN(S(=O)(=O)c2ccc(NC(=O)COc3ccccc3Cl)cc2)CC1	-0.6	-16	0.0	33	0	-5	0.0	4	3	0
COc1ccc(Cl)cc1NC(=S)Nc1ccccc1C	.	1	-1.2	20	0	3	-1.9	-10	9	-8
CCOc1ccc(N(CC(=O)NCc2ccccc2Cl)S(=O)(=O)c2c(C)[nH]c(=O)[nH]c2=O)cc1	-1.6	2	-4.2	4	-3	2	-2.5	-2	-2	-4
COc1ccc(-c2nc(-c3ccc(O)cc3O)cs2)cc1OC	4.2	4	-1.4	0	1	6	.	-4	9	.
CCOC(=O)c1c(C)noc1-c1ccc(Br)o1	0.3	-5	-3.5	6	11	1	-3.0	?	6	-7
COc1ccc(OC(C)C(=O)N2CCc3ccccc3C2)cc1 (stereo not drawn)	0.8	-10	1.1	-5	-2	4	2.5	0	-3	-9
CCOC(=O)c1cc(C)nn1-c1nc(Cl)cc(OC)n1	0.1	-2	-3.5	-8	-2	-6	-0.2	-5	3	1
CCN(Cc1ccccc1)C(=O)Cn1c(=O)n(-c2ccc(OC)cc2OC)c(=O)c2c(C)c(C)sc21	-1.6	-3	-2.0	25	4	-2	1.6	-6	9	-1
Cc1ccsc1C(=O)NNC(=O)Nc1ccc(Cl)c(Cl)c1	0.0	4	-3.1	27	3	-8	-2.1	8	6	-19
CC(C)(C)NC(=O)Cn1c(=O)c(=O)n(Cc2ccccc2)c2ccc(Cl)cc21	-1.1	2	-2.7	3	5	-5	-6.1	0	7	7
Cc1cc(NC(=O)Cn2cc(C(F)(F)F)cc(Cl)c2=O)no1	-0.2	0	-3.0	34	3	0	1.1	-5	-9	-1
CN(C)CCOC(=O)NC12CC3CC(CC(C3)C1)C2	.	-11	0.0	-13	-1	9	-3.0	?	5	-1
CC1CN(C(=O)CCC(=O)NCc2ccccc2)c2cc(Cl)ccc2O1 (stereo not drawn)	-0.1	0	-5.1	-6	-2	12	-0.4	-13	-8	9
CC1(c2ccc(Cl)cc2)NC(=O)N(CC(=O)Nc2ccc3c(c2)OCO3)C1=O (stereo not drawn)	0.4	-2	-0.3	.	-2	-3	.	-3	2	.
COc1ccc(OC)c(C2=Nn3c(nnc3-c3cc(C)[nH]n3)SC2)c1	.	6	-3.0	13	0	5	-1.3	?	7	2
O=C(COc1ccc(S(=O)(=O)N2CCCCC2)cc1)NCc1ccccn1	.	-8	-3.4	9	-4	9	-0.8	2	-2	-1
COC(=O)C1=CN(C)C=C(C(=O)OC)C1c1ccccc1Cl	0.1	-208	1.5	4	199*	4	-2.8	-21	19	5
Cc1ccc(C)c(C(=O)CN2C(=O)NC3(CCC(C)CC3)C2=O)c1 (stereo not drawn)	-1.4	8	0.0	17	-2	-13	.	4	3	-8
Cc1ccc(C(=O)NNC(=O)CCn2nnc3ccccc32)cc1	-0.3	0	3.3	4	9	-8	-1.5	-9	-3	-3
CCN(CC)CCCNC(=S)N1CCN(c2nc(-c3ccccc3)cs2)CC1	0.3	-4	2.1	22	4	34	1.2	-24	7	-10
C[C@@H]1CN([C@H](C)CO)C(=O)c2cc(-c3ccc(C#N)cc3)cnc2O[C@H]1CN(C)C(=O)c1ccccc1	1.3&0.7&5.6	-4	-3.9	.	0	7	.	-7	0	.
CC1(C)CC(=O)C(C=Nc2cccnc2/N=C/C2=C(O)CC(C)(C)CC2=O)=C(O)C1	.	0	-2.4	31	7	9	-3.4	-6	19	-17
C(=NN1CCCCCC1)c1c[nH]c2ccccc12	2.0	3	-4.5	.	-1	4	.	-1	-9	.
Cc1ccc(S(=O)(=O)N(C)c2ccc(OCC(=O)OCC(=O)N(CC#N)c3ccccc3)cc2)cc1	.	1	-3.7	.	-1	-5	-3.5	9	3	-3
CCCNC(=S)N1CCCC(c2nc3ccccc3[nH]2)C1 (stereo not drawn)	.	5	-3.9	7	-2	7	-0.7	3	-2	-5
CCSc1nnc(NC(=O)c2cccc(OCc3c(C)noc3C)c2)s1	1.2	1	0.0	0	2	3	3.8	7	26	-9
Cc1cc(S(=O)(=O)Nc2cccnc2)c(C)s1	0.8	3	-4.0	18	-5	1	-3.0	-5	1	11
COC(=O)N/N=C(\C)c1ccc(OC(F)F)cc1	.	-2	-4.0	-6	1	-4	-3.4	0	-1	3
COc1cc(/C=N/NC(=O)c2ccc(C)nc2)cc([N+](=O)[O-])c1O	.	13	-2.6	11	-14	1	-0.3	6	24	-1
CCCCNC(=O)CCCN1C(=O)c2cccnc2Sc2ccccc21	0.8	6	-0.8	14	1	0	2.0	2	-1	4
Cc1nn(C)c(C)c1S(=O)(=O)N1CCCC(C(=O)NC2CCCCCC2)C1 (stereo not drawn)	0.9	-3	-2.2	-10	6	1	0.6	1	-5	-2
Cc1c(NC(=S)NC(=O)c2ccco2)cccc1-c1nc2ncccc2o1	.	7	-2.6	33	0	-14	-1.0	-1	3	-2
CC(C)(C)c1[nH]nc2c1C(c1ccccc1OC(=O)N1CCOCC1)C(C#N)=C(N)O2 (stereo not drawn)	.	-1	1.7	45	2	-1	3.5	-11	13	-4
CC1CCN(C(=O)/C(=C\c2cccs2)NC(=O)c2ccccc2)CC1	.	6	-0.5	30	1	1	-2.2	0	6	-7
CCCC(C)NC(=O)c1ccc(C2SCC(=O)N2Cc2ccco2)cc1 (stereo not drawn)	0.8	1	-0.5	21	-3	4	-0.3	-5	-3	-5
CN(C)c1ccc(N=Cc2c(O)n(CCC3=CCCCC3)c(=O)[nH]c2=O)cc1	-1.6	.	-0.1	9	1	-25	-0.7	-6	5	2
COc1ccc(CCN2C(=O)c3cccc4c(C(=O)N5CCCCC5)ccc(c34)C2=O)cc1OC	.	-1	-3.4	10	-4	-1	2.4	2	21	-7
COc1ccc(NC(=O)c2cc(C3CCCCN3C(=O)c3ccc(NC(C)=O)cc3)on2)c(C)c1 (stereo not drawn)	2.0	6	-2.9	.	-2	.	.	-11	-3	.
Cc1cc(Cl)ccc1OCC(=O)OCC(=O)N1CCC(C(N)=O)CC1	0.0	3	-3.4	.	-2	1	0.4	-2	-4	4
N=C1/C(=C/c2cccn2CCOc2ccccc2)C(=O)N=C2SC=C(c3ccccc3)N12	-3.1	27	-4.6	4	-4	-2	6.4	-5	6	-72
Cc1ccc(C(=O)NN=Cc2ccc3c(c2)OCO3)cc1	0.1	2	-2.6	.	0	4	.	-8	35*	.
Cc1cc(C)c(C(=O)CN2C(=O)NC3(CCCCC3)C2=O)cc1C	-2.7	8	-2.1	17	3	-1	0.3	-7	19	-2
COc1ccc(-c2nc3c(C)cc(Br)cn3c2Cc2ccsc2)cc1OC	37	8	-9.1	.	-4	.	.	6	.	.
COc1cc(NS(=O)(=O)c2c(C)[nH]c(C)c2C(=O)N2CCCC2)cc(OC)c1OC	0.5	7	-0.8	7	0	3	1.4	-6	-1	-1
CC(C)c1ccc(/C=C/C(=O)NC(=S)Nc2ccc(CN3CCOCC3)cc2)cc1	.	18	-4.0	-6	-3	-4	1.2	1	15	-5
Cc1cc(C)c(NC(=O)C2CCCO2)c(C)c1NC(=O)C1CCCO1 (stereo not drawn)	0.4	12	-2.8	2	2	10	-0.7	38*	4	-7
CCCc1nc(NCCCOCC)c2nnn(Cc3ccccc3)c2n1	-1.6	-10	-0.4	23	.	9	-0.2	?	.	-11
COc1ccccc1-n1c(SCC(=O)O)nc2sc3c(c2c1=O)CCC3	.	-5	0.1	-15	-3	3	4.6	-6	23	3
CC(C(=O)N1CCCCC1)N(C)CC(=O)Nc1ccc(Cl)cc1 (stereo not drawn)	.	-2	-1.0	-6	-1	5	-2.4	-5	-3	6
COc1cccc(C2C(C(=O)NCc3ccccc3)=C(C)Nc3ncnn32)c1 (stereo not drawn)	-2.1	-7	0.3	0	0	6	3.4	-8	2	-4
Cc1oc(-c2ccccc2F)nc1CS(=O)(=O)CC(=O)NCCCc1ccccc1	-0.5	1	-0.8	7	1	5	4.5	4	-10	-10

Other results follow.
SMILES	BioA inh	CCHFV vOTU inh	FadD28 FP inh	VHR inh abs	FBA Mtb inh	MazF activator	UGM FP inh	BoNT-F LC inh	GDH-TPI counter	Rv3671c inh
Cc1c(C(=O)NCc2cccc([N+](=O)[O-])c2)sc(=O)n1Cc1ccccc1F	11	2	0.5	.	0	.	.	-1	-1	.
COc1ccccc1N1CCN(CC(O)COc2ccc(S(=O)(=O)N3CCOCC3)cc2)CC1 (stereo not drawn)	-1.5	3	0.6	19	0	16	0.9	-10	9	-2
COC(=O)c1cc2n(n1)CCN(Cc1cccc(OC)c1)C2=O	.	15	-2.7	-10	-1	11	-2.7	-1	2	-1
CCc1nc2ccc(C(=O)Nc3ccc(NC(C)=O)cc3)cn2c1N(C)CCC(C)C	-1.2	12	-3.1	.	-6	.	.	-1	4	.
COc1cc(OC)cc(C(=O)Nc2ccc(Cn3ccnc3)cc2)c1	-0.9	-3	-2.8	-1	-1	4	-0.3	3	9	-4
O=C(NCCCn1ccnc1)c1sc2cc([N+](=O)[O-])ccc2c1Cl	.	6	-0.7	.	-1	9	.	-1	8	.
O=C1CC(N2CCN(c3ccccc3F)CC2)C(=O)N1c1ccc2c(c1)OCCO2 (stereo not drawn)	-1.4	-7	-0.4	24	-3	-1	-2.1	-20	-4	-8
CS(=O)(=O)n1nc(OC(=O)c2cc(Br)ccc2Cl)cc1N	-0.6	-9	-1.1	23	-1	8	0.4	0	5	-7
CC(NC(=O)c1ccco1)c1nc(-c2ccccc2Cl)no1 (stereo not drawn)	.	6	-0.3	-16	1	31	2.2	-100	0	-13
C=CCSc1nc(N2CCOCC2)c2c(c1C#N)CC(C)(C)N(C)C2	.	-8	-0.3	4	1	-6	.	.	18	-6
